# NTR1 agonist – agonists of NTR1, primary screen, imaging, U2OS cells, beta-arrestin-GFP, high content (AID 493036). Neurotensin receptor type 1 (Homo sapiens), P30989. NTR1-U2OS beta-arrestin-GFP spot imaging, agonist mode. activation, % at 20 µM. actives 0.17% (n = 330,000);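 active = activation at or above 40% of the spot to cytoplasm intensity ratio, with at least 20 cells analyzed; inconclusive = wells under 20 cells, flagged as cytotoxic or low count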;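 note: 0% = DMSO without peptide and 100% = 100 nM NTR1 peptide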
# Target sequence (P30989 whole entry, looked up): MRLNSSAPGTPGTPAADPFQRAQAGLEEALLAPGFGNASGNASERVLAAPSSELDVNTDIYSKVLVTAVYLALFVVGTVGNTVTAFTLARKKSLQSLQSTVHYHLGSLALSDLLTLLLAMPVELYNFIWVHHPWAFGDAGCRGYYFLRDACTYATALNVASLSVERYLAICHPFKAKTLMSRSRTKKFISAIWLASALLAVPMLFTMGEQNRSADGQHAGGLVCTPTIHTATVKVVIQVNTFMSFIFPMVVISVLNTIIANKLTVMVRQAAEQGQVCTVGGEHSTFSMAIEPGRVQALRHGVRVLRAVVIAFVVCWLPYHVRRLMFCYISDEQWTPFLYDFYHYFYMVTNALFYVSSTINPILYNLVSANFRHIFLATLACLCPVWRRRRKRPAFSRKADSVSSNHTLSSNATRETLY
# T cell modulator – modulators of CD8 T cell-vesicle binding, primary screen, mouse 2C CD8+ T cells, flow cytometry. 2C CD8+ T cell-vesicle binding; stronger effect = lower value. calls only at 7 µM. actives 0.068% (n = 330,000). AID 2052, 2009;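 active = response, share of CD8 T cells binding vesicles, and their 90th percentile fluorescence all below set limits, cut at about 80% in these data, passing the limit was not always enough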
#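 System: murine 2C transgenic CD8+ T lymphocytes; also added: QL9-loaded Drosophila micro-vesicles; times: binding 1.5 h at 37 °C; measured by: flow cytometry, PE anti-B7-1 (FL2) versus Alexa647 anti-CD8 (FL8), PFA-fixed; control set: Peptide-free naked vesicles (low) and QL9 vesicles with 0.7% DMSO vehicle (high)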
# MgcRacGAP inhibition – MgcRacGAP GTPase-activating activity inhibitors, confirmation, biochemical, ADP Hunter fluorescence. inhibition, % at 30 µM, or IC50 in µM where a hit was titrated. MgcRacGAP-stimulated Rac1 GTP hydrolysis, ADP Hunter fluorescence; higher % means a stronger effect; GST-tagged Rac1 F28L mutant substrate. actives 0.6% (n = 340,000);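 active = first-screen hits whose inhibition reached a set limit at any dose in the follow-up dose series; inconclusive = inhibition above the set first-screen limit but never retested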;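 note: fluorescence reports GDP produced by GAP-driven GTP hydrolysis; strong numbers were not always called active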
# PhoP inhibition – inhibitors of PhoP regulon expression, primary screen, Salmonella Typhimurium, GFP reporter (AID 1863); actives 0.16% (n = 300,000); inhibition, % at 50 µM; hits with a dose series show IC50 in µM; S. Typhimurium PhoP-regulated promoter GFP reporter, 4 h; higher % means a stronger effect;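 active = inhibition over 29.93%, a cutoff 3 SD above the screen mean, later confirmed by dose response; inconclusive = inhibition over 29.93% but no dose response follow-up; inactive = inhibition at most 29.93% or unconfirmed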;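 note: 0% = low Mg2+ inducing control and 100% = high Mg2+ repressing control; strong numbers were not always called active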
# TNAP activators – human TNAP enzyme activators, primary screen, biochemical, luminescent, no phosphate acceptor, uHTS (AID 1001); purified TNAP, luminescent activation assay, no phosphate acceptor; higher activation fold means a stronger effect; activation fold at 20 µM; hits with a dose series show EC50 in µM; Alkaline phosphatase, tissue-nonspecific isozyme (Homo sapiens); actives 0.03% (n = 200,000); in the data active = activation fold from about 3, or a potency from the dose series; inactive = the rest, 99 in 100 with activation fold below about 1.6; note: many of its hits are not listed in these tables
# SV40 large T antigen – SV40 large T antigen inhibitors, biochemical (AID 1903). SV40 large T antigen ATPase/helicase inhibition assay; higher % means a stronger effect. inhibition, % at 20 µM, or IC50 in µM where a hit was titrated. actives 0.39% (n = 310,000); in the data active = a potency from the dose series; inconclusive = inhibition mostly from about 32% at the one dose, without a potency; inactive = the rest, 99 in 100 with inhibition below about 32%; note: strong numbers were not always called active
# Myeloid diff MLP – induction of myeloid progenitor differentiation, primary screen, cell-based, flow cytometry, MLPCN library. AID 624256, 2012. actives 1% (n = 360,000). calls only at 10 µM. ER-HoxA9 myeloid progenitors, lysozyme-GFP differentiation;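 active = normalized GFP-positive differentiation at or above the plate's own cutoff, the solvent-only control mean plus 3 SD; inconclusive = no clear call, values can overlap the other calls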;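 note: cells exposed to compound for four days before flow analysis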
# K1F lysis inhibition – inhibition of K1F phage lysis, E. coli UTI89, bacterial capsule biogenesis inhibitors, alamar blue (AID 488966) | E. coli UTI89 K1F phage lysis, alamar blue, 2 h; higher % means a stronger effect | inhibition, % at 100 µM, or IC50 in µM where a hit was titrated | actives 0.02% (n = 340,000);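 active = phage lysis inhibition, versus mean bacterial control, above a set limit; inconclusive = no clear call, values can overlap the other calls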;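 note: capsule biogenesis inhibitors block K1F phage lysis so surviving cells raise fluorescence; higher fluorescence means more inhibition of phage lysis; actives were called in the ten point dose series up to 300 µM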
# RSV CPE inhibition – RSV antiviral activity via CPE protection, HEp-2 cells, primary 10 µM value included (AID 2391); HEp-2 cells, RSV-induced CPE inhibition; higher % means a stronger effect; CPE inhibition, % at 10 µM, or IC50 in µM where a hit was titrated; actives 0.13% (n = 310,000); in the data active = a potency from the dose series; inconclusive = CPE inhibition mostly from about 23% at the one dose, without a potency; inactive = the rest, 99 in 100 with CPE inhibition below about 21%; note: strong numbers were not always called active
# T cell modulator vesicle-bound % – also measured in T cell modulator; calls as there; double positive events, %; measured here: CD8+ vesicle-bound cell fraction;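 binding gate set so that unloaded-vesicle control wells show 10% double positive cells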
# NTR1 agonist cell count 20 µM – also measured in NTR1 agonist; calls as there; cell count; measured here: cell count, cytotoxicity flag
# Myeloid diff MLP GFP+ MAC1+ % – also measured in Myeloid diff MLP; calls as there; GFP+ MAC1+ double positive, %; measured here: differentiation confirmed by MAC1 staining
# An asterisk follows results filed as active; i = inactive; u = inconclusive; x = not tested or not shown; + = active, no number; [ ] = dose if it differs, or a comment.
# Values run as follows: NTR1 agonist	NTR1 agonist cell count 20 µM	T cell modulator	T cell modulator vesicle-bound %	MgcRacGAP inhibition	PhoP inhibition	TNAP activators	SV40 large T antigen	Myeloid diff MLP	Myeloid diff MLP GFP+ MAC1+ %	K1F lysis inhibition	RSV CPE inhibition
1	CC[C@]1(C(=O)OC)[C@H]2C(=O)N(C)C(=O)[C@H]2[C@H]2CN=C(SCc3ccc(C(=O)OC)cc3)N21
 : 0.9	69	x	x	1%	x	x	x	i	0.4	0.2%	x
2	CO/N=C/NC(=O)NOCc1c(Cl)cccc1Cl
 : -0.7	32	i	37	-2%	7%	1	5%	i	1.6	-0.1%	x
3	COc1ccc(C2/C=C\CN(C(=O)C3CCCCC3)CC(=O)N2Cc2ccc(F)cc2)cc1 (centres undefined)
 : -0.9	81	x	x	7%	-1%	x	7%	i	1.9	0.3%	0.5%
4	COc1cccc(NC(=O)c2ccc(CN3CCOCC3)cc2)c1
 : 2.1	39	i	30	8%	5%	1.1	5%	i	0.9	0.1%	1.1%
5	CCc1ccccc1N(C(=O)CCC(=O)Nc1cc(C)on1)C(C(=O)NC1CCCC1)c1ccco1 (centres undefined)
 : 2.2	71	i	23	8%	x	1.1	x	i	0.9	1.1%	4.7%
6	Cc1cccc(S(=O)(=O)Nc2ccc(-c3ccc4nncn4n3)cc2)c1
 : 0.4	61	i	38	8%	-5%	x	13%	i	1.0	2.8%[50 µM]	-2.8%
7	Cc1ncc([N+](=O)[O-])n1CC(=O)Nc1ccc(Cl)cc1
 : -1.3	91	i	29	1%	3%	x	10%	i	0.4	-0.1%	3.3%
8	CN(C)CCCN(C(=O)c1ccc2c(c1)CCCC2)c1nc2cc3c(cc2s1)OCO3
 : 6.3	48	i	73	5%	4%	x	21%	i	1.1	-0.1%	0.6%
9	CCOC(=O)COc1cccc2c(=O)n(CC(=O)N3CCc4ccccc43)ccc12
 : 2.3	79	i	24	0%	14%	1.1	-3%	i	3.6	2.6%	4.6%
10	NC(=O)c1c(NC(=O)c2ccccc2)sc2c1CCc1ccccc1-2
 : 7.2	56	i	8	8%	9%	1.2	1%	i	6.7	-1.0%	4.2%
11	O=C(NC1CCN(C(=S)NCc2ccco2)CC1)NC12CC3CC(CC(C3)C1)C2
 : -0.1	55	i	37	14%	-1%	1.1	14%	i	7.3	0.5%	3.0%
12	CCOC(=O)c1ccc(NC(=O)CCNS(=O)(=O)c2cc(Br)cnc2N)cc1
 : 2.1	57	i	44	7%	-1%	x	4%	i	0.9	0.2%	3.0%
13	Cc1ccccc1CNC(=O)CCC(=O)N1CCOc2ccc(Cl)cc21
 : 5.2	49	i	8	9%	x	x	7%	i	3.7	1.9%	3.0%
14	COc1ccc(/C=C2\SC(=O)N=C2N)cc1
 : -0.9	86	i	25	-1%	-3%	0.9	3%	i	0.4	2.8%	7.0%
15	COc1ccc(-c2noc(CNC(=O)C(C)Oc3ccccc3)n2)cc1 (centres undefined)
 : 1.4	50	i	72	3%	-4%	x	11%	u	x	0.5%[50 µM]	3.2%
16	O=C(Nc1ccc(F)cc1)c1ccc(Br)c(S(=O)(=O)N2CCOCC2)c1
 : 0.9	52	i	41	5%	-2%	x	0%	i	0.3	0.3%	4.1%
17	COC(=O)c1ccc(NC(=O)C(=O)c2c[nH]c3ccccc23)cc1
 : -0.1	70	i	47	-4%	-4%	x	6%	i	0.4	-1.5%	-0.5%
18	CCOC(=O)C1=C(C)NC(=O)NC1c1cccc(O)c1 (centres undefined)
 : -1.9	68	i	11	6%	-2%	1.1	11%	i	5.6	1.4%	13%
19	CCOC(=O)CCNC(=O)N1CCC(CCC(=O)NCc2ccc(F)cc2)CC1
 : -0.8	54	i	53	6%	11%	x	6%	x	x	0.3%	0.9%
20	O=C(COC(=O)c1cnccn1)NCc1ccc(Cl)cc1
 : 0.3	57	i	5	6%	-2%	1.1	1%	i	0.2	0.4%	1.4%
21	CN1C(=S)SC(N2OC3C(=O)N(c4ccccc4)C(=O)C3C2c2ccccc2)C1(C)C (centres undefined)
 : 1.5	80	i	43	x	-4%	1.1	1%	x	x	x	0.8%
22	O=C(Cn1cccn1)N1CCCC(N2CCN(c3cccc(C(F)(F)F)c3)CC2)C1 (centres undefined)
 : 1.9	64	x	x	1%	x	x	x	i	3.4	0.1%	x
23	O=C(NCC1CCCN(Cc2cccc(C(F)(F)F)c2)C1)c1ccc(F)cc1 (centres undefined)
 : 1.3	49	i	32	17%	-7%	1	6%	i	0.5	0.4%	-0.6%
24	CC(C)COP(=O)(CNC(=O)CN1C(=O)c2ccccc2S1(=O)=O)OCC(C)C
 : 1.8	62	i	30	4%	-3%	1	6%	i	0.6	11%	0.9%
25	Cc1ccc(C)c(S(=O)(=O)NCCN2CCOCC2)c1
 : 2.2	88	i	10	7%	-2%	x	5%	i	0.4	0.1%	3.0%
26	COc1ccc(Nc2ccccc2C(=O)O)cc1
 : 2.4	41	i	66	x	-2%	1.1	32%	i	0.4	x	-0.4%
27	CCOC(=O)N1CCN(C(=O)c2cccc(OC)c2O)CC1
 : 1.7	88	i	42	3%	16%	1.1	10%	i	1.1	-0.3%	2.0%
28	O=C1COc2ccc(C(=O)COC(=O)c3c(F)cccc3Cl)cc2N1
 : -0.2	53	i	30	3%	x	x	x	i	0.5	1.1%[50 µM]	0.2%
29	Cc1ccc(C(=O)NC2CC(C)(C)NC(C)(C)C2)cc1Cl
 : 1.0	60	i	66	5%	-5%	x	7%	i	0.2	1.4%	-0.1%
30	COc1ccc(OC)c(C(c2nnnn2Cc2ccccc2)N2CCC(C(N)=O)CC2)c1 (centres undefined)
 : 0.7	58	i	28	6%	-10%	1.1	6%	i	0.9	-0.2%	0.2%
31	C[C@H](CO)N1C[C@H](C)[C@@H](CN(C)Cc2ccncc2)Oc2c(NC(=O)C3CC3)cccc2C1=O
 : -0.3	64	i	14	3%	x	x	x	i	2.3	3.2%	x
32	O=C(COc1ccc2c(-c3ccccc3)cc(=O)oc2c1)NCc1cccs1
 : -0.8	60	i	42	6%	4%	1.2	5%	i	0.2	5.7%	0.6%
33	CC(C)Cn1c(-c2ccc(Br)o2)n[nH]c1=S
 : 0.4	36	i	19	105µM*	20%	0.7	28%	i	0.4	1.9%	2.9%
34	CCC(=O)c1cc2c(C)cc(=O)oc2c(C)c1OC(C)=O
 : 2.8	45	i	46	6%	-5%	1.2	5%	i	0.4	3.3%[50 µM]	u
35	CCN1Cc2c(/C=C/c3ccccc3)nc3ccc(OC)cc3c2N(c2cccc(Cl)c2)C1
 : 2.9	83	i	37	8%	0%	x	12%	+	4.4*	0.1%	-0.5%
36	OCCN1c2ccccc2CCc2ccccc21
 : 2.5	64	i	17	x	x	x	17%	i	0.7	x	0.4%
37	CCOC(=O)/C(C#N)=C\C1=C(N2CCOCC2)CC(C)(C)OC1
 : 0.3	42	i	44	0%	5%	1	4%	i	0.0	2.7%	1.8%
38	CNC(=O)COc1ccc(C=O)cc1OC
 : -0.1	80	i	50	10%	-1%	1.1	56%	i	0.5	1.8%[50 µM]	3.2%
39	Cc1c(C(=O)N2CCCC2)c(S(=O)(=O)Nc2ccccc2Cl)c(C)n1C
 : 2.7	64	i	12	11%	-6%	x	10%	i	2.4	0.3%	1.0%
40	COc1ccc(C)cc1S(=O)(=O)N1CCCC(C(=O)N2CCN(c3ccccc3F)CC2)C1 (centres undefined)
 : 0.4	60	i	6	2%	1%	x	23%	x	x	2.0%	4.2%
41	Cc1ccc(SCC(=O)NC(=O)NCc2ccco2)c(C)c1
 : 0.3	71	i	18	9%	-1%	1.1	x	i	1.2	-1.4%	1.6%
42	Cc1cc(C)cc(N(CC(=O)N2CCN(Cc3ccccc3)CC2)S(=O)(=O)c2c(C)noc2C)c1
 : 9.8	67	i	40	6%	-1%	1.1	-4%	i	4.5	0.4%	2.2%
43	CCOC(=O)c1ccccc1NC(=O)CN1CCC(n2nnc3cc(C(F)(F)F)ccc32)CC1
 : 2.9	57	i	40	0%	-9%	x	8%	i	0.4	-0.1%	3.9%
44	COc1cc2sc(-c3ccccc3OC)c(-c3ccc(OCCN4CCCCC4)cc3)c2cc1OC
 : 17	50	i	19	3%	x	x	x	i	1.8	0.1%	x
45	Cc1ccc(NS(=O)(=O)c2cccc(C(=O)N(C)Cc3cccs3)c2)cc1
 : 1.3	61	i	25	7%	-15%	x	11%	i	0.3	0.9%[50 µM]	1.0%
46	CC(C)(C)C1CCC(C(=O)Nc2nccs2)CC1 (centres undefined)
 : -0.2	57	i	36	-2%	12%	x	0%	i	0.1	-1.3%	1.3%
47	CN(CC(=O)Nc1ccc(Cl)c(C(F)(F)F)c1)C(=O)C1CC(=O)N(Cc2ccco2)C1 (centres undefined)
 : -0.3	68	i	47	9%	0%	x	2%	i	1.0	0.0%[50 µM]	3.2%
48	O=C(c1ccco1)N1CCN(c2ncnc3c(-c4ccc(Cl)cc4)nsc23)CC1
 : 6.1	43	i	44	6%	-5%	x	3%	i	0.8	0.1%	1.9%
49	CCCCC(=O)Nc1ccc(Br)cc1C(=O)O
 : 0.0	75	i	54	1%	9%	1.1	-3%	i	1.1	0.0%	-0.3%
50	COCCNC(=O)c1ccc(CN2CCc3ccccc3C2)cc1
 : 0.3	85	i	60	1%	11%	1	-1%	i	0.2	2.6%	3.4%
51	COc1cccc(-n2nnnc2SCC(=O)Nc2ccc3c(c2)OCCO3)c1
 : -3.0	109	i	18	4%	13%	1.1	4%	i	0.2	2.4%	-0.3%
52	CN(C1=NC(=O)CS1)c1ccc(O)cc1
 : -1.0	72	i	11	9%	-11%	x	10%	i	0.0	0.1%	-0.4%
53	C/C(=N\NC(=O)c1cc2ccccc2cc1O)c1ccc2c(c1)OCO2
 : -0.7	63	i	60	11%	2%	1.1	7%	i	0.7	1.2%	2.7%

# Screening data deposited in PubChem BioAssay by several laboratories.
